Compound activity as filed in PubChem BioAssay.
NPC1 prom act = activators of NPC1 promoter. 320,000 tested, 2.4% active. Huh7 NPC1 promoter luciferase reporter, 24 h. AID 485313. Potency, µM (titrated, usually from 9.22 µM), inactives show at the top dose activation, hits mostly activators;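 also: % of control where 0% means no effect; nearly all actives have a fitted effect of over 60% in size; reporter is driven by a mutant NPC1 promoter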
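Quantitative HTS used a cell-based reporter: Huh7 cells stably bearing the NPC1 promoter upstream of luciferase were treated with compounds for 24 h, and promoter activation was read as luminescence.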
Gal4-VP16 FLuc = inhibits Gal4-VP16 luciferase reporter, ROR gamma counter-screen. Drosophila S2 Gal4-VP16 UAS-luciferase, luminescence, 20 h. Potency, µM (titrated, usually from 53.6 µM), without a hit: at the top dose activity, negative = inhibition, most hits filed as inhibitors. 310,000 tested, 3.5% active. AID 2546;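 also: Gal4-VP16 expression switched on by copper sulfate through the metallothionein promoter; % is scaled to controls: 0 for no effect and ±100 for the full control effect; nearly all actives have a fitted effect of over 50% in size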
p53 reactivator = re-activators of mutant p53; H1299 p53-A138V BP100-luciferase reporter, luminescence, 24 h; Potency, µM (doses to about 92.2 µM), for the others: at the highest dose activity change, positive = activation, most hits filed as activators; 320,000 tested, 0.063% active; also: % of control where 0% means no effect; nearly all actives have a fitted effect of over 45% in size
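p53-null H1299 cells stably carrying temperature-sensitive p53-A138V and a BP100-luciferase reporter were pinned with compounds (4-point, 1:5 series) and held 24 hrs at 37 deg C. Luminescence was read 10 min after detection reagent.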
MBNL1 CUG block = MBNL1-poly(CUG) RNA binding inhibition. Q9NR56. TR-FRET MBNL1-His/biotin-(CUG)12 binding, 665/545 ratio. Potency, µM (top dose mostly 57.5 µM), for the others: top-dose activity change, negative = inhibition, actives largely listed as inhibitors. AID 2675. 280,000 tested, 0.036% active; active = well fitted inhibition curve with a large enough effect in the signal ratio, with a control signal flat, not every such curve was filed as active; inconclusive = small, poorly fitted or top-dose-only effect, or effect the other way, or a change in a side signal; inactive = no such curve, though single readings can be large or run the other way; the % refers to the signal ratio; also: % is scaled to controls: 0 for no effect and ±100 for the full control effect
Target sequence (Q9NR56 whole entry, looked up): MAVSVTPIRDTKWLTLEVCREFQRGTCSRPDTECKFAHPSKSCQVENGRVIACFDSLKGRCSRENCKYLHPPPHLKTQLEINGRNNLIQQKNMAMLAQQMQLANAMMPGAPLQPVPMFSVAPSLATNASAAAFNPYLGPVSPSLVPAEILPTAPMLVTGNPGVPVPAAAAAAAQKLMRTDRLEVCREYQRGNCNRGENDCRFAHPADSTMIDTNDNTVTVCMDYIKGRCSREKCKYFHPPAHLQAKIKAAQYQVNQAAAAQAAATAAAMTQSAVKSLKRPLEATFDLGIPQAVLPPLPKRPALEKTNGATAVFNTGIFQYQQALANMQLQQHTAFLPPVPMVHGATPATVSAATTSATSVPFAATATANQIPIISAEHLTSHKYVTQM
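Compound titration spanned 92 nM–58 uM against the MBNL1-His/biotin-(CUG)12 complex. After 60 min at room temperature with 5 nM streptavidin-XL665 and 0.055 ng/ul terbium anti-His, ratiometric 665/545 nm emission (Ex 340 nm) normalized to controls.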
FLuc modulator = firefly luciferase modulation, counter-screen for miR-21 project. Potency, µM (series often up to 57.5 µM), without a hit: at the highest dose activity change, negative = inhibition, most hits filed as inhibitors. purified FLuc, Km substrates, luminescence inhibition. AID 588342. 360,000 tested, 6.9% active;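 also: plate controls were vehicle for no effect and reference inhibitor for full effect; nearly all actives have a fitted effect of over 55% in size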
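Purified P. pyralis luciferase (10nM final) with 10uM D-luciferin and 10uM ATP (Km levels) in 50mM Tris acetate pH 7.5, 10mM Mg acetate, 0.01% Tween-20, 0.05% BSA; qHTS 6-point titration, ~60 µM downward; luminescence read.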
ELG1 genotoxic = genotoxicity induction in ELG1-luciferase HEK293T cells; HEK293T ELG1-luciferase reporter, luminescence, 16 h; Potency, µM (highest dose often 46 µM), for inactives: top-dose activity change, positive = activation, usual class: activators; 330,000 tested, 1.3% active; also: % of control where 0% means no effect; nearly all actives have a fitted effect of over 60% in size
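Quantitative HTS format in 1536-well plates. HEK293T ELG1-luciferase reporter cells receive test compound and are incubated 16 hr at 37 °C, 5% CO2; ONE-Glo added, 30 min room temperature, then luminescence read.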
Rab9 prom act = activates the Rab9 promoter. Huh7 Rab9 promoter-luciferase reporter, luminescence, 24 h. Potency, µM (series often up to 9.22 µM), for the others: top-dose activation, negative = inhibition, actives largely listed as activators. 320,000 tested, 2.8% active; also: % of control where 0% means no effect; nearly all actives have a fitted effect of over 60% in size
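Huh7 reporter line, Rab9 promoter upstream of luciferase. Compound exposure 24 h at 37 °C in reduced-serum medium with 10% FBS. Read-out: luminescence.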
BRCA1 expr up = activators of BRCA1 expression | MCF7-BRCA1-FFLuc reporter, luminescence, 48 h; response scale: scaled: vehicle 0%, 10 µM genistein 100% | Potency, µM (titrated, usually from 46.1 µM), for the others: at the top dose activation, hits mostly activators | 380,000 tested, 1.1% active | AID 624202; also: nearly all actives have a fitted effect of over 80% in size; some results filed as inactive show a strong effect at the top dose
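Quantitative HTS in MCF7 cells stably reporting BRCA1 expression via firefly luciferase. Compound treatment lasts 48 h at 37 °C in phenol-red free MEM. Activation is expressed relative to genistein at 10 microM and DMSO.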
uPA generation = cell surface uPA generation inhibition. cell surface uPA generation assay, qHTS. Potency, µM (titrated, usually from 38.3 µM), for inactives: at the top dose activity change, negative = inhibition, usual class: inhibitors. 330,000 tested, 0.31% active; active = well fitted inhibition curve with a large enough effect; inconclusive = small, poorly fitted or top-dose-only effect; inactive = no such curve, though single readings can be large or run the other way; tested in mouse RAW 264.7 cells; also: % is scaled to controls: 0 for no effect and ±100 for the full control effect; nearly all actives have a fitted effect of over 55% in size
RORg inh = inhibitors of mouse ROR gamma transcriptional activity | P51450 | Drosophila S2 Gal4-RORgamma UAS-luciferase reporter, 20 h | Potency, µM (series often up to 53.6 µM), for inactives: at the top dose activity change, negative = inhibition, actives largely listed as inhibitors | 310,000 tested, 5.4% active | AID 2551; also: % is scaled to controls: 0 for no effect and ±100 for the full control effect; nearly all actives have a fitted effect of over 60% in size
Target sequence (P51450 whole entry, looked up, the tested form may be a part): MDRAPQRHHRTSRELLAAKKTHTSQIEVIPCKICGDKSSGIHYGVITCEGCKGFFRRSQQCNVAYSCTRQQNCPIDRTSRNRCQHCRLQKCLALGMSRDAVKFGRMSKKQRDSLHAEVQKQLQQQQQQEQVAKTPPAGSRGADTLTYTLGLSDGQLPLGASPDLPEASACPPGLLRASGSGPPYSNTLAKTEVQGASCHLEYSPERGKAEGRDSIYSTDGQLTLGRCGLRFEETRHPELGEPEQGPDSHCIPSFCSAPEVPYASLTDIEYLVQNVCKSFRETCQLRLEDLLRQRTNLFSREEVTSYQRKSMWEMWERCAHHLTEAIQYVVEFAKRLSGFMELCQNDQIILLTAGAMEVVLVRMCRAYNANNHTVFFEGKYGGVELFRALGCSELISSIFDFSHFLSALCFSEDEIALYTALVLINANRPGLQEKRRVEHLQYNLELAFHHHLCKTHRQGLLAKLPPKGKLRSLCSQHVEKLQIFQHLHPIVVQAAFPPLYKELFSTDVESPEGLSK
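Stably transfected Drosophila Schneider cells are the test system, with ROR gamma fused to Gal4 and luciferase under UAS control; luminescence is read after 20 hr of 700 uM copper sulfate induction at ambient temperature.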
Active calls of the source: *; u = inconclusive; x = not tested or not shown; & = joins results of further samples; [ ] = dose if it differs, or a comment. Unless noted, calls follow the shape of the dose curve; as a rule, active = well fitted curve in the direction sought with a large enough effect; inconclusive = small, poorly fitted or top-dose-only effect, or another doubt; inactive = no such curve, though single readings can be large; an effect the other way counts as inactive or inconclusive. Potency is read from the fitted curve at half-maximal effect. Rows were taken by chance. About 13% of those tested had a hit in this group.

smiles,NPC1 prom act,Gal4-VP16 FLuc,p53 reactivator,MBNL1 CUG block,FLuc modulator,ELG1 genotoxic,Rab9 prom act,BRCA1 expr up,uPA generation,RORg inh
Cc1sc(NC(=O)CN2CCCC2)nc1-c1ccc2c(c1)CCN2C(=O)c1cccc(F)c1,1.1%,u,9.2%,0.0%,-1.5%,-43.1%[inhibitor],-0.4%,-19.7%,-11.4%,11.2µM*
O=C(Nc1ccc([N+](=O)[O-])cc1Br)c1cc2ccccc2nc1Cl,-6.4%,3.4%,1.1%,3.5%,0.4%,12.9%,1.8%,0.0%,2.4%,-0.6%
CC(CCCC(C)(C)O)NC(=O)c1cc(COc2ccc3ncccc3c2)on1 (stereo unspecified),-23.9%,5.62µM*,-2.2%,13.2%,-21.0%,-2.0%,-44.4%[inhibitor],-48.3%,-4.0%,7.94µM*
COc1cc(OC)cc(C(=O)Nc2ccccc2NC(C)=O)c1,3.1%,2.2%,0.9%,-1.4%,2.0%,9.3%,-2.5%,-27.5%,4.7%,17.5%
COC(=O)[C@]1(Cc2ccccc2)N[C@H](CN(C)C(=O)Nc2ccc(C(F)(F)F)cc2)[C@@H]2C(=O)N(Cc3ccccc3)C(=O)[C@@H]21,x,x,8.6%,x,x,-7.7%,x,-62.9%,u,x
COc1ccc(NC(=S)N(CCc2c(C)[nH]c3ccc(C)cc23)Cc2cccnc2)cc1,-1.8%,1.7%,2.3%,-5.6%,0.5%,-2.6%,1.9%,-39.3%,0.4%,u
Cc1ccccc1NC(=O)Cc1nc(COC(=O)CCNS(=O)(=O)c2ccccc2)cs1,0.0%,x,2.9%,x,2.4%,1.8%,-2.1%,5.9%,-1.1%,x
CCOc1ccc(-c2cc(CCCC(=O)NCCCOC)no2)cc1,-2.0%,u,-9.8%,6.6%,12µM*,0.2%,7.9%,-64.8%,x,u
CCN(CCNC(=O)C1CCN(Cc2nc(-c3ccc(Cl)cc3)oc2C)CC1)c1ccccc1,0.5%,u,-37.9%[inhibitor],6.8%,-4.4%,-1.8%,-2.8%,-87.8%,-11.7%,u
COc1ccc(-c2nnc(SCC(=O)c3ccc[nH]3)n2-c2ccccc2)cc1,10.3%,-9.1%,u,2.8%,u,u,26.4%,47.9%,2.0%,u
CCOC(=O)c1c(-c2cccc([N+](=O)[O-])c2)csc1NC(=O)CCCOc1ccccc1OC,-2.0%,0.0%,7.8%,4.3%,1.5%,-5.3%,-4.0%,-33.1%,11.1%,33.0%
CCOC(=O)N1CCN(C(=O)c2c[nH]c3ccc(S(=O)(=O)N(C)c4ccc(F)cc4)cc3c2=O)CC1,-2.5%,-6.6%,5.5%,-0.1%,1.0%,0.3%,0.0%,-17.8%,4.0%,-0.1%
COc1ccccc1CNC(=O)CN(c1ccc(C)cc1)S(=O)(=O)c1c(C)noc1C,-3.3%,-8.2%,-6.7%,1.8%,2.9%&-3.3%,-4.6%,-3.0%,-5.6%&-23.0%,-6.4%,-12.0%
Cc1cc(C)cc(NC(=O)CSc2nnc(Cn3c(=O)sc4ccccc43)n2C)c1,-3.5%,-7.3%,20.8%,2.6%,3.8%,1.5%,1.1%,-8.0%,19.0%,-5.5%
O=C(NC(=S)NCc1ccncc1)c1ccccc1,6.8%,-1.7%,-0.2%,2.7%,0.6%,-8.3%,-5.9%,-20.8%,0.8%,1.6%
COc1ccc(N2CCN(c3cc(C)c4ccccc4n3)CC2)cc1,-11.5%,-2.0%,0.2%,x,-0.4%,-10.8%,-0.1%,-46.5%,4.8%,12.7%

Whole records, looked up by structure. Screens in order: NPC1 prom act	Gal4-VP16 FLuc	p53 reactivator	MBNL1 CUG block	FLuc modulator	ELG1 genotoxic	Rab9 prom act	BRCA1 expr up	uPA generation	RORg inh
O=C(NC(=S)NCc1ccncc1)c1ccccc1 is entered as 6.8%	-1.7%	-0.2%	2.7%	0.6%	-8.3%	-5.9%	-20.8%	0.8%	1.6%
COc1ccc(N2CCN(c3cc(C)c4ccccc4n3)CC2)cc1 is entered as -11.5%	-2.0%	0.2%	x	-0.4%	-10.8%	-0.1%	-46.5%	4.8%	12.7%

Next part.
smiles,NPC1 prom act,Gal4-VP16 FLuc,p53 reactivator,MBNL1 CUG block,FLuc modulator,ELG1 genotoxic,Rab9 prom act,BRCA1 expr up,uPA generation,RORg inh
O=C(CNC(=O)c1cccc(Br)c1)N/N=C/c1cc(Br)cc(Br)c1O,-0.5%,12.6µM*,-0.3%,8.5%,u,-1.5%,1.1%,-45.4%,13.3%,2.51µM*
O=C(/C=C/c1ccccc1[N+](=O)[O-])N1CCCCC1,1.1%,5.1%,23.6%,u,-10.4%,5.8%,29.0%,52.5%,-4.8%,-1.5%
Cc1ccc2nc(SCC(=O)NC3CC3)[nH]c2c1,23.3%,-2.0%,u,5.1%,u,u,27.4%,56.3%,-4.9%,-5.4%
O=C(CNC(=O)c1ccc2ccccc2c1)NCc1ccc(F)cc1,-0.8%,4.5%,-7.3%,1.9%,-0.4%,-1.3%,3.0%,-35.6%,-0.9%,0.5%
COCCNC(=S)NNc1cccc(C(=O)O)c1,8.0%,-1.7%,28.8%,-13.8%,u,u,21.3%,43.4%,-0.3%,-12.0%
CC(C)CN1CCNC(=O)C1CC(=O)NCCCN1CCCc2ccccc21 (stereo unspecified),-5.2%,-12.7%,1.3%,16.6%,-0.9%,-2.9%,-2.2%,-2.9%,12.9%,2.7%
Cc1ccc(NC(=O)CN(CCc2ccccc2)S(C)(=O)=O)cc1,-0.8%,4.3%,8.5%,-4.6%,0.2%,-4.5%,-1.5%,-11.0%,-0.8%,3.5%
COc1ccc(O)c(C(=O)c2cnc3c(c2)c(-c2ccc(F)cc2)c(C#N)c(=O)n3C)c1,-4.0%,0.9%,-1.3%,u,-13.1%,-1.1%,0.7%,-5.1%,2.8%,17.2%
Cc1cc(C)n(CC(=O)NNC(=O)CCNC(=O)c2ccccc2Cl)n1,-0.8%,x,-1.2%,x,-0.9%,-1.1%,-0.4%,16.8%,7.7%,x
O=C(c1ccco1)N1CCN(C2CC(=O)N(c3ccccc3)C2=O)CC1 (stereo unspecified),-3.1%,10.7%,2.5%,-10.8%,0.5%,5.2%,1.8%,-0.7%,-1.5%,u
O=c1cc(O)c(-c2cccc(C(F)(F)F)c2)c(Cl)[nH]1,0.8%,-4.1%,1.2%,x,-3.9%,0.3%,-3.0%,-5.1%,0.3%,21.3%
COCn1ccnc1C(O)(c1ccc(OC)cc1)c1ccc(OC)cc1,-1.4%,3.9%,1.9%,13.2%,1.4%,0.2%,-4.3%,-7.2%,2.5%,-2.0%
CCCCn1c(N)c(N(CCOC)C(=O)COC(=O)COc2cc(C)ccc2Cl)c(=O)[nH]c1=O,2.6%,x,-2.0%,x,2.7%,0.4%,-1.0%,1.6%,1.8%,x
CSc1ccccc1NC(=O)CSc1nnc(COc2ccccc2)o1,-0.2%,1.2%,2.5%,-3.8%,1.2%,-4.2%,0.7%,-2.7%,2.4%,-13.8%
NC(=O)c1oc2ccccc2c1NC(=O)C1COc2ccccc2O1 (stereo unspecified),9.6%,u,2.0%,-4.6%,1.2%,8.8%,27.8%,15.9%,5.2%,-5.5%
CC(C)(C)OC(=O)C[C@@H]1C/C=C\C[C@H](CC(=O)NCCO)C(=O)N2CCC[C@H]2COC1=O,x,x,4.9%,x,x,2.1%,x,7.3%,7.0%,x
CC(C)(C)c1ccc(OC(=O)Cn2c(C(F)(F)F)nc3ccccc32)cc1,1.7%,-19.3%,1.7%,u,6.3%,3.1%,-2.6%,-20.5%,7.6%,23.0%
COc1ccc(OC)c(-c2csc(N(C)C(=O)Cc3ccccc3)n2)c1,-3.8%,3.5%,-0.9%,-7.6%,3.9%,-2.6%,5.6%,-19.0%,-1.2%,6.2%
CCN(CC)S(=O)(=O)c1cc(NC(=O)CO/N=C(\N)c2ccccc2Cl)ccc1C,-3.8%,x,-7.2%,x,4.7%,-1.7%,1.4%,-18.8%,2.6%,x
CC(=Nc1ccc(C)cc1C)c1sc2ccccc2c1O,u,u,1.5%,13.1%,0.757µM*,u,3.55µM*,u,u,-27.3%
COc1ccc(CNC(=O)CCNS(=O)(=O)c2ccc(C)cc2)cc1,3.7%,4.5%,-4.7%,-5.1%,0.8%,4.4%,-3.2%,0.0%,2.2%,-5.8%
CC(=C/c1ccccc1)/C=N/NC(=O)c1nnn(-c2nonc2N)c1CN1CCC(C)CC1,-1.4%,-8.5%,-2.1%,-2.0%,0.1%,-4.8%,-5.2%,-39.5%,-8.6%,u
CC(Sc1nnc(-c2ccco2)n1N)C(=O)NC1CCCCC1C (stereo unspecified),-3.6%,x,0.5%,x,-0.5%,3.9%,-0.1%,11.4%,u,x
CCc1nc(SCC(=O)NCc2ccco2)c2c(=O)n(C)c(=O)n(C)c2n1,2.0%,-6.8%,-11.9%,0.0%,-1.1%,-7.5%,0.2%,-6.9%,-6.8%,24.1%
CC1CCCCC1NC(=S)Nc1ccc(SC(F)F)cc1 (stereo unspecified),5.0%,11.2µM*,u,0.8%,21.3µM*,-12.8%,8.7%,-57.3%,-14.1%,6.31µM*
